Screening data as filed in PubChem.
Imprint erasure – qHTS Assay for Compounds that Induce Erasure of Genomic Imprints. mouse ES Peg3-LacZ reporter, beta-gal luminescence, 40 h. Potency, µM (series often up to 60.7 µM), inactives show at the highest dose activity change, positive = activation, usual class: activators. 0.02% of 110,000 active;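 further: 0% = negative control wells on the plate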
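Each well holds 300 Peg3LacZ-Neo (maternal) female ES cells incubated 40 h at 37C, 5% CO2. LacZ is measured by BetaGlo luminescence, with AC50 and maximum efficacy derived from dose-response curves.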
p53ts 32C tox – qHTS Screen for Compounds that Selectively Target Cancer Cells with p53 Mutations: Cytotoxicity of p53ts Cells at the Permissive Temperature | H1299-p53A138V at 32C, ATP luminescence viability, 24 h | Potency, µM (highest dose often 46.1 µM), for the others: at the top dose activity change, negative = cytotoxicity, hits mostly cytotoxic | 0.93% of 130,000 active | AID 924, 2007;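 further: 0% = DMSO and -100% = full killing by reference compound; nearly all actives have a fitted effect of over 55% in size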
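Viability by ATPlite luminescence after 24 h compound treatment (up to 46 uM) at the permissive 32C. Cells are H1299 carrying p53 A138V. Scale runs from DMSO basal to 100 uM tamoxifen as full kill; AC50 from Hill fits.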
IkB signaling – IkB Signaling. ABC-DLBCL IkBa-CBG/CBR dual luciferase ratio, 4 h; response scale: scaled: untreated 0%, proteasome inhibitor 100%. Potency, µM (doses to about 57.1 µM), inactives show at the top dose IkBa stabilization activation. 0.04% of 110,000 active. AID 445, 2006; active means well fitted curve in the direction sought with a large enough effect in the signal ratio, not every such curve was filed as active; inconclusive means small, poorly fitted or top-dose-only effect, or a change in a side signal; the % refers to the signal ratio;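 further: the direction sought is a rising ratio; 0% = basal untreated cells and 100% = reference inhibitor full response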
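In this assay, an IκBα–CBG68 fusion accumulates when IKK-driven degradation is blocked; native CBR normalizes for cell number. OCI-Ly3 cells were treated 4 h with compound and doxycycline, then green and red light read after Chroma-Glo addition.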
p53ts 39C tox – qHTS Screen for Compounds that Selectively Target Cancer Cells with p53 Mutations: Cytotoxicity of p53ts Cells at the Nonpermissive Temperature. H1299-p53A138V viability at 39C, ATP luminescence, 24 h. Potency, µM (titrated, usually from 46.1 µM), inactives show at the top dose activity change, negative = cell killing, most hits filed as cytotoxic. 1.5% of 130,000 active. AID 902, 2007; further: nearly all actives have a fitted effect of over 55% in size
* marks the source's active call; other numbers are inactive results; [ ] = remark or other dose. Unless noted, the call rests on the fitted dose curve; in most records, active means well fitted curve in the direction sought with a large enough effect; inconclusive means small, poorly fitted or top-dose-only effect, or another doubt; inactive means no such curve, though single readings can be large; an effect the other way counts as inactive or inconclusive. Unless noted, on the % scale 0 is the no-effect control and ±100 the full control effect; potency means the concentration at half of the fitted maximal effect.

Screening c1ccc(C2[C@H]3CN(Cc4cccnc4)[C@H](c4ccccc4)C34CC2(c2ccccc2)C4)cc1 (stereo partly specified) returned Imprint erasure -13%, p53ts 32C tox 13% and p53ts 39C tox 6%.
Screening COc1cc(NC(=O)C2CCCCN2)ccc1OCC(C)C (stereo unspecified) returned Imprint erasure -19%, p53ts 32C tox 6%, IkB signaling -0.3% and p53ts 39C tox 6%.
`Cc1ccc(-c2nnn(CC(=O)N3CCN(c4ccccc4)CC3)n2)o1` gave Imprint erasure -13%, p53ts 32C tox 12%, IkB signaling -0.8% and p53ts 39C tox 9%.
O=C(CSc1nnnn1-c1ccccc1)NC(=O)Nc1ccc2c(c1)OCCO2 was read as Imprint erasure -9%, p53ts 32C tox -21%, IkB signaling 0.0% and p53ts 39C tox -21%.
Screening Cc1cccc(NS(=O)(=O)c2ccc3c(c2)CCN3C(=O)C2CCC2)c1 returned Imprint erasure -7%[10.9 µM], p53ts 32C tox 14%, IkB signaling inconclusive and p53ts 39C tox 9%.
For CCn1cc(Br)c(C(=O)Nc2cccc(Cl)c2)n1 the results were Imprint erasure -23%, p53ts 32C tox -10%, IkB signaling 1.1% and p53ts 39C tox -3%.
`COc1ccc2[nH]c(O)c(NC(C)=O)c2c1` gave Imprint erasure -12%, p53ts 32C tox 4%, IkB signaling -1.1% and p53ts 39C tox 7%.
For Fc1ccc(Nc2ncnc3onc(-c4ccc(Cl)cc4)c23)cc1Cl the results were Imprint erasure -11%[10.9 µM], p53ts 32C tox 6%, IkB signaling inconclusive and p53ts 39C tox -3%.
`CCOC(=O)N1CCN(C(=O)Cn2c(=O)sc3ccccc32)CC1` gave Imprint erasure -7%, p53ts 32C tox 0%, IkB signaling 0.1% and p53ts 39C tox 10%.
COCCOC(=O)c1c(C)oc2ccc(NS(=O)(=O)c3ccc(C(=O)O)cc3)cc12 was read as Imprint erasure -6%, p53ts 32C tox -2%, IkB signaling -3.7% and p53ts 39C tox 3%.
Screening CCC1(CC)C(=O)NC(=O)NC1=NCCc1ccc(O)cc1 returned Imprint erasure 11%, p53ts 32C tox 4%, IkB signaling 1.1% and p53ts 39C tox 3%.
`CC(C)(C)C1CCc2c(sc(NC(=O)c3ccc(Cl)cc3)c2C(=O)NCc2ccco2)C1` (stereo unspecified) gave Imprint erasure 7%[10.9 µM], p53ts 32C tox -3%, IkB signaling inconclusive and p53ts 39C tox 21%.
COc1cccc(CN2C(=O)CCC2(C)C(=O)NC2CCCCCC2)c1 (stereo unspecified) was read as Imprint erasure -17%, p53ts 32C tox 6%, IkB signaling -1.2% and p53ts 39C tox -3%.
Cc1cc(C)c2c(CC(=O)Nc3nnc(C(C)C)s3)coc2c1 was read as Imprint erasure -5%[10.9 µM], p53ts 32C tox -2%, IkB signaling 0.9% and p53ts 39C tox -30%.
CCOC(=O)c1ccc(NC(=O)CSc2nnc(CNc3ccc(C)cc3)n2C)cc1 was read as p53ts 32C tox 2% and p53ts 39C tox -12%.
For CC(C)(C)NS(=O)(=O)c1ccc(NS(=O)(=O)c2ccc(F)cc2)cc1 the results were Imprint erasure -5%, p53ts 32C tox -8%, IkB signaling 5.3% and p53ts 39C tox 12%.
Screening CCC(C(=O)C(C)C(O)C(C)CCc1ccc(C)c(O)c1C(=O)O)C1OC(CC)(C2CC[C@@](O)(CC)C(C)O2)CC1C (stereo partly specified) returned Imprint erasure -4%, p53ts 32C tox 23% and p53ts 39C tox inconclusive.
CCNc1ncc2nc(-c3ccc(Cl)cc3)c(=O)n(C3CC3)c2n1 was read as p53ts 32C tox 2%, IkB signaling -2.1%[11.4 µM] and p53ts 39C tox 4%.
`COc1nnc(-c2ccc(C)c(S(=O)(=O)NCCO)c2)c2ccccc12` gave Imprint erasure -7%, p53ts 32C tox -5%, IkB signaling -0.7% and p53ts 39C tox 2%.
Screening CCOc1ccccc1NC(=O)C(C)n1nnc2sc3c(c2c1=O)CCCC3 (stereo unspecified) returned Imprint erasure -15%[10.9 µM], p53ts 32C tox 7%, IkB signaling 5.0% and p53ts 39C tox 0%.
Cc1[nH]c2ccccc2c1C(=O)CSc1nncn1C was read as p53ts 32C tox -21% and p53ts 39C tox 1%.
O=C(Nc1ccccc1N1CCOCC1)c1ccc(Br)o1 was read as Imprint erasure -14%, p53ts 32C tox 6%, IkB signaling -1.3% and p53ts 39C tox -6%.
O=C(CSc1nnc(CNc2ccc(Cl)cc2)o1)Nc1nc2ccccc2s1 was read as Imprint erasure -9%, p53ts 32C tox -4%, IkB signaling -0.3% and p53ts 39C tox -4%.
Cc1cccn2c(=O)c3cc(C#N)c(=O)n(Cc4cccnc4)c3nc12 was read as Imprint erasure -1%, p53ts 32C tox -2%, IkB signaling 0.5% and p53ts 39C tox 7%.
COc1ccc(CCNC(=O)C2CCN(S(=O)(=O)N3CCOCC3)CC2)cc1OC was read as Imprint erasure -8%, p53ts 32C tox -4%, IkB signaling -0.4% and p53ts 39C tox -12%.
Cc1ccc(CNC(=O)CN2CCCN(Cc3ccc(F)cc3)S2(=O)=O)cc1 was read as Imprint erasure -13%[10.9 µM], p53ts 32C tox 3%, IkB signaling inconclusive and p53ts 39C tox 33%[activator].
Screening CCS(=O)(=O)c1nc(S(=O)(=O)c2ccc(C)cc2)c(NCC(C)C)s1 returned Imprint erasure -5%[10.9 µM], p53ts 32C tox 3%, IkB signaling inconclusive and p53ts 39C tox -4%.
For COc1c(-c2ccccc2)oc2c(ccc3occc32)c1=O the results were Imprint erasure -13%, p53ts 32C tox -2%, IkB signaling -1.4%[11.4 µM] and p53ts 39C tox -16%.
`O=C(NCc1ccc(N2CCCC2=O)cc1)c1cn(Cc2ccccc2)nn1` gave Imprint erasure -4%, p53ts 32C tox 9%, IkB signaling 1.3% and p53ts 39C tox 12%.
Screening O=C(NCc1ccc(F)cc1Cl)c1cc(=O)[nH]c2ccc(S(=O)(=O)N3CCCCC3)cc12 returned Imprint erasure -13%[10.9 µM], p53ts 32C tox -3%, IkB signaling -0.4% and p53ts 39C tox -10%.

Overlap with the part before: 3 compounds, followed by the next part.
For COc1c(-c2ccccc2)oc2c(ccc3occc32)c1=O the results were Imprint erasure -13%, p53ts 32C tox -2%, IkB signaling -1.4%[11.4 µM] and p53ts 39C tox -16%.
`O=C(NCc1ccc(N2CCCC2=O)cc1)c1cn(Cc2ccccc2)nn1` gave Imprint erasure -4%, p53ts 32C tox 9%, IkB signaling 1.3% and p53ts 39C tox 12%.
Screening O=C(NCc1ccc(F)cc1Cl)c1cc(=O)[nH]c2ccc(S(=O)(=O)N3CCCCC3)cc12 returned Imprint erasure -13%[10.9 µM], p53ts 32C tox -3%, IkB signaling -0.4% and p53ts 39C tox -10%.
For Cc1cc(-c2ccc(C)c(S(=O)(=O)Nc3cccc(C)n3)c2)on1 the results were Imprint erasure -6%[10.9 µM], p53ts 32C tox -3%, IkB signaling -2.6% and p53ts 39C tox -6%.
O=S(=O)(NCc1ccccn1)c1ccc(Br)s1 was read as Imprint erasure -3%, p53ts 32C tox 1%, IkB signaling -0.1% and p53ts 39C tox 4%.
For Clc1ccc(CSC2=NCCN2)cc1Cl the results were Imprint erasure -10%[10.9 µM], p53ts 32C tox -2%[9.22 µM], IkB signaling 0.8%[11.4 µM] and p53ts 39C tox -20%[9.22 µM].
Screening O=c1cc(O)n(-c2ccccc2F)c(=S)[nH]1 returned Imprint erasure -11%, p53ts 32C tox 2%, IkB signaling 3.7% and p53ts 39C tox 10%.
For CC(=O)N(c1ccc(Br)cc1)C1C=CS(=O)(=O)C1 (stereo unspecified) the results were Imprint erasure -5%, p53ts 32C tox 2%, IkB signaling 1.6% and p53ts 39C tox -1%.
For COC(=O)c1ccccc1NC(=O)CSc1ccccc1 the results were Imprint erasure -10%, p53ts 32C tox 2%, IkB signaling 5.9% and p53ts 39C tox 11%.
For COc1ccc(-n2cc(C(=O)N(C)c3cc(C)ccc3OC)c3ccccc3c2=O)cc1 the results were Imprint erasure -9%[10.9 µM], p53ts 32C tox -5%, IkB signaling inconclusive and p53ts 39C tox inconclusive.
For COc1ccc(C(CC(=O)O)NC(=O)COc2ccccc2)cc1 (stereo unspecified) the results were Imprint erasure -9%, p53ts 32C tox -3%, IkB signaling -2.2% and p53ts 39C tox 9%.
CCOc1ccc(NC(=O)CN(c2cc(C)cc(C)c2)S(=O)(=O)c2c(C)noc2C)cc1 was read as Imprint erasure -10%, p53ts 32C tox 3%, IkB signaling 2.3% and p53ts 39C tox -2%.
Screening Cc1cc(C)n(-c2nc(O)cc(=O)[nH]2)n1 returned p53ts 32C tox -8% and p53ts 39C tox -6%.
CCn1ccc2cc(S(=O)(=O)N3CCCN(C(=O)NCCOC)CC3)ccc21 was read as Imprint erasure -17%[10.9 µM], p53ts 32C tox -1%, IkB signaling -0.1% and p53ts 39C tox 9%.
Screening Nn1c(SCC(=O)Nc2cccc(F)c2)nnc1C1CCCCC1 returned Imprint erasure -4%, p53ts 32C tox -4%, IkB signaling 3.4% and p53ts 39C tox 1%.
`O=C(NCCc1ccccc1)c1cnc2sccn2c1=O` gave Imprint erasure -26%, p53ts 32C tox 12%, IkB signaling inconclusive and p53ts 39C tox 7%.
For COc1ccc(CC(=O)NCc2ccc3c(c2)CCN3C(=O)c2cccc(C)c2)cc1 the results were Imprint erasure -11%[10.9 µM], p53ts 32C tox -8%, IkB signaling inconclusive and p53ts 39C tox -18%.
For Cc1cc(Cl)c(S(=O)(=O)N2CCSCC2)cc1OCC(N)=O the results were Imprint erasure -6%, p53ts 32C tox 3%, IkB signaling 0.8% and p53ts 39C tox 7%.
For CC1Cc2ccccc2N1C(=O)c1cc2sccc2n1Cc1ccc(F)cc1 (stereo unspecified) the results were p53ts 32C tox -1% and p53ts 39C tox -3%.
CC1(C)NC(=O)N(CC(O)COc2ccc(-c3ccc(C#N)cc3)cc2)C1=O (stereo unspecified) was read as Imprint erasure -25%, p53ts 32C tox -2%, IkB signaling 1.5% and p53ts 39C tox -9%.
Screening O=C(CN1CCCN(Cc2ccc(Cl)cc2)S1(=O)=O)Nc1ccccc1F returned Imprint erasure 23%[10.9 µM], p53ts 32C tox 2%, IkB signaling inconclusive and p53ts 39C tox -25%.
O=C(O)CN(CC(=O)O)Cc1cc2c(-c3ccccc3C(=O)O)c3cc(CN(CC(=O)O)CC(=O)O)c(=O)cc-3oc2cc1O was read as Imprint erasure inconclusive, p53ts 32C tox 8% and p53ts 39C tox 4%.
For Cc1ccc(CCNC(=O)Cn2nc(C)c3c(C)n(-c4ccc(C)cc4)nc3c2=O)cc1 the results were Imprint erasure 5%[10.9 µM], p53ts 32C tox 15%, IkB signaling inconclusive and p53ts 39C tox -18%.
`CCCCCCn1c(NCC)nc2c1c(=O)[nH]c(=O)n2C` gave Imprint erasure 4%, p53ts 32C tox 3%, IkB signaling 0.1% and p53ts 39C tox -7%.
For Cc1ccc(C2N(c3ccc(Cl)c(Cl)c3)C(=O)C3CCCN32)o1 (stereo unspecified) the results were Imprint erasure -17%, p53ts 32C tox -4%, IkB signaling -0.1% and p53ts 39C tox -10%.
`Cc1cccc(C)c1NC(=O)CSc1nccn1C` gave Imprint erasure -8%[10.9 µM], p53ts 32C tox 5%, IkB signaling -1.2% and p53ts 39C tox 20%.
`C=CCSC1=N/C(=C\C=C\c2ccco2)C(=O)S1` gave Imprint erasure -12%, p53ts 32C tox -1%, IkB signaling 2.2% and p53ts 39C tox -7%.
For CCOC(=O)N1CCN(c2ccc(Cl)c(Cl)c2)CC1 the results were Imprint erasure -8%, p53ts 32C tox -8%, IkB signaling 0.3% and p53ts 39C tox 5%.
For Cc1cc(=O)n(CC(=O)NCc2ccc(OC(C)C)cc2)c2c1c(C)nn2-c1cccc(F)c1 the results were Imprint erasure -11%[10.9 µM], p53ts 32C tox 0%, IkB signaling inconclusive and p53ts 39C tox -21%.

Among those listed so far, 2 contain a cyano group:
Cc1cccn2c(=O)c3cc(C#N)c(=O)n(Cc4cccnc4)c3nc12 was read as Imprint erasure -1%, p53ts 32C tox -2%, IkB signaling 0.5% and p53ts 39C tox 7%.
CC1(C)NC(=O)N(CC(O)COc2ccc(-c3ccc(C#N)cc3)cc2)C1=O (stereo unspecified) was read as Imprint erasure -25%, p53ts 32C tox -2%, IkB signaling 1.5% and p53ts 39C tox -9%.
